# GAA glycogen: alters human alpha-glucosidase cleavage of glycogen | P10253 | recombinant GAA, glycogen substrate, Amplex Red glucose oxidase fluorescence | Potency, µM (titrated, usually from 76.4 µM), for inactives: at the highest dose activity change, negative = inhibition, actives largely listed as inhibitors | 300,000 tested, 0.38% active | AID 2100; active = well fitted inhibition curve with a large enough effect; inconclusive = small, poorly fitted or top-dose-only effect, or another doubt; inactive = no such curve, though single readings can be large or run the other way;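 also: 0% = full enzyme reaction and -100% = no-enzyme basal signal; the screen sought inhibitors and activators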
#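 Recombinant human alpha-glucosidase (4 nM final) hydrolysed bovine liver glycogen (30 ug) for 40 min at 37 C in pH 5.0 citrate/phosphate with 0.01% Tween-20. Released glucose detected by glucose oxidase/Amplex Red, Ex 573/Em 610 nm. Compounds up to 77 uM; AC50 from Hill fits.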
# * marks the source's active call; other numbers are inactive results; ? = inconclusive; [ ] = dose if it differs, or a comment. Potency is read from the fitted curve at half-maximal effect. These rows are one share of the data. The share of hits here may be higher or lower than overall.
SMILES,GAA glycogen
CCOC(=O)C1CCN(C(=O)c2[nH]c3ccc(OC)cc3c2C)CC1,-1.6%
CCOc1ccc(CCNC(=O)COC(=O)CCC(=O)c2cccs2)cc1OCC,5.8%[76.3 µM]
COc1ccccc1N1CCN(C(=O)C(CC(C)C)NC(=O)C2CCCCC2)CC1 (centres undefined),-0.7%
CCOc1ccc(/C=N\NC(=O)c2c(C)nc3cc(C)ccn23)cc1,6.3%[76.3 µM]
Cc1cc(=O)n2[nH]cc(-c3ccccc3)c2n1,-5.5%[76.3 µM]
COc1ccc(Cl)cc1NC(=O)CSc1nc(-c2ccccc2)cc(=O)[nH]1,-0.5%[76.3 µM]
Cc1ccc(/C=C/C(=O)NC(=S)Nc2ccc(S(=O)(=O)Nc3cc(C)on3)cc2)cc1,2.2%
CCN(CC(=O)Nc1ccc(OC)cc1)CC(=O)Nc1cccc(C#N)c1,-21.0%
O=C(NCC1CCCO1)c1ccccc1-c1nc(-c2ccccc2F)no1 (centres undefined),-5.4%[76.3 µM]
O=C(c1cc(COc2cccc(C(F)(F)F)c2)on1)N1CCSCC1,-16.8%[76.3 µM]
CC1(C)Cc2c(sc(NC(=O)C(=O)NCC3CCCO3)c2C(=O)O)CO1 (centres undefined),-25.9%[76.3 µM]
O=C(c1ccc(Br)o1)N1CCN(CCc2ccncc2)CC1,10.1%
O=C(Cc1ccc(F)cc1)NCCc1cnc[nH]1,5.2%
COCC(=O)N1CCC(Oc2ccc(C(=O)N3CCSCC3)cc2)CC1,-1.8%[76.3 µM]
Oc1ccc(NC(=S)Nc2ccc(F)cc2)cc1,11.2µM*
COc1ccc(NC(=O)Cn2nnc(C(=O)NCc3ccc(C)cc3)c2N)cc1OC,0.1%[76.3 µM]
COc1ccccc1NC(=S)NCc1ccc(F)cc1,-25.8%[15.3 µM]
Cc1ccc(S(=O)(=O)c2cc3c(=O)n4ccccc4nc3n(CCc3ccccc3)c2=N)cc1,2.6%
O=C(Cc1ccccc1)Nc1ccc(S(=O)(=O)N2CCOCC2)cc1,5.1%
Cc1ccc(S(=O)(=O)CC(=O)NC(C)c2ccccc2)cc1 (centres undefined),-0.8%[76.3 µM]
CCOc1cc(/C=C2/SC(=S)N(Cc3ccccc3)C2=O)ccc1O,?
COc1ccc(-c2c(C)nn3c(NC4CCCC4)cc(C)nc23)cc1OC,-5.8%
Cc1nc2c(-c3ccc(F)cc3)c(C)[nH]n2c(=O)c1Cl,16.1%[76.3 µM]
NS(=O)(=O)c1ccc(CCNC(=O)c2cc3ccccc3s2)cc1,-3.6%
COc1cc(C2NC(=O)N(C)C(C)=C2C(=O)OCc2ccccc2)cc(Br)c1O (centres undefined),?
COCCN(C(=O)COC(=O)c1sccc1C)c1c(N)n(Cc2ccccc2)c(=O)[nH]c1=O,-2.0%[76.3 µM]
CC(=O)c1ccc(N2CCN(CC(=O)NCc3ccccc3)CC2)cc1,3.3%
Cc1ccc(CNC(=O)c2ccc(N(C)S(=O)(=O)c3ccccc3)cc2)cc1,-3.0%
O=S(=O)(c1ccccc1F)N1CCc2ccccc2C1,-10.4%[76.3 µM]
CCCCC[C@]12Cc3ccccc3C(O1)C1=C(CC(C)(C)CC1=O)O2,18.3%[15.3 µM]
CCOC(=O)CN1C(=O)C(=O)N(Cc2c(C)cc(C)cc2C)C1=O,0.2%
CCCS(=O)(=O)c1ccc(COC(=O)Cc2ccc([N+](=O)[O-])cc2)cc1,-4.6%[76.3 µM]
NC(=O)c1c(NC(=O)c2ccccc2Cl)sc2c1CCC2,0.0%[76.3 µM]
O=C(CSc1ccccc1)NCCc1ccccc1,-5.3%[76.3 µM]
CCN(CC)CCn1c(NC(=O)c2ccccc2O)nc2ccccc21,-1.3%[76.3 µM]
O=C(CC(=O)N/N=C/c1ccc(C(=O)O)cc1)NCCc1ccccc1,-11.1%[76.3 µM]
COc1ccc(OCC(O)CN(C)C(=O)C(C)Oc2ccccc2)cc1 (centres undefined),-1.6%[76.3 µM]
O=C(NCCNC(=O)c1ccccc1Br)c1ccccc1Br,15.3%[76.3 µM]
COCCC(=O)N1CCC(Oc2ccc(C(=O)N3CCCCCCC3)cc2)CC1,0.3%[76.3 µM]
CCn1ccnc1CN(C)C(=O)C1CCC(=O)N(CCc2cccc(F)c2)C1 (centres undefined),-14.6%[76.3 µM]
O=C(O)c1cc(-c2ccc(-c3ccc(F)cc3)o2)nc2ccccc12,-1.5%[76.3 µM]
O=C(NCCc1ccc(Cl)cc1)C1COc2ccccc2O1 (centres undefined),-13.5%[76.3 µM]
CCCc1nnc(NC(=O)CCC(=O)NCc2ccccc2)s1,-13.1%[76.3 µM]
COc1cccc(C(C)NC(=O)C2CCCC2)c1 (centres undefined),-1.9%[76.3 µM]
CCC1CCCCN1CCCNC(=O)CSc1nc2nc(C)c(Cc3ccccc3Cl)c(C)n2n1 (centres undefined),-1.4%[76.3 µM]

# Molecules above that contain a thiophene ring, fused or not, in the order listed:
SMILES,GAA glycogen
CCOc1ccc(CCNC(=O)COC(=O)CCC(=O)c2cccs2)cc1OCC,5.8%[76.3 µM]
CC1(C)Cc2c(sc(NC(=O)C(=O)NCC3CCCO3)c2C(=O)O)CO1 (centres undefined),-25.9%[76.3 µM]
NS(=O)(=O)c1ccc(CCNC(=O)c2cc3ccccc3s2)cc1,-3.6%
COCCN(C(=O)COC(=O)c1sccc1C)c1c(N)n(Cc2ccccc2)c(=O)[nH]c1=O,-2.0%[76.3 µM]
NC(=O)c1c(NC(=O)c2ccccc2Cl)sc2c1CCC2,0.0%[76.3 µM]

# The listing continues:
SMILES,GAA glycogen
Cc1c(OC(C(=O)O)c2ccccc2)ccc2c3c(c(=O)oc12)CCC3 (centres undefined),7.6%
C=CCn1c(COc2ccc(OC)cc2)nc2ccccc21,1.2%[76.3 µM]
COC(=O)c1sccc1NC(=O)Nc1ccc(F)cc1,-11.6%[76.3 µM]
Cc1cc(C)n2nc(SCc3cccc(F)c3)nc2n1,8.7%
O=[N+]([O-])c1ccc(CN2CCN(c3ccccc3Cl)CC2)o1,-7.8%[76.3 µM]
O=C(CC1C(=O)NCCN1Cc1ccc(Cl)c(F)c1)NC1CCC1 (centres undefined),-0.3%[76.3 µM]
CC(=O)Nc1ccc(S(=O)(=O)N2CCC(C(=O)NCCC(=O)NCc3ccncc3)CC2)cc1,-6.6%[76.3 µM]
Cc1ccc(N2C(=O)Cc3ccccc3C2=O)cc1,?
CCN(CC)S(=O)(=O)c1ccc(NCCCn2ccnc2)c([N+](=O)[O-])c1,5.4%
CC(C)CNS(=O)(=O)c1ccc(S(=O)(=O)N2CCC(N3CCCCC3)CC2)cc1,4.0%
CCCCN(CC)Cc1c(C)[nH]c2c(ccc3ccccc32)c1=O,-3.2%
COc1cc(S(=O)(=O)N2CCN(c3ccccn3)CC2)ccc1Br,12.1%[76.3 µM]
CN(C/C=C/c1ccccc1[N+](=O)[O-])Cc1ccccc1,6.6%[76.3 µM]
O=C(CNC(=S)N(CCCN1CCOCC1)Cc1cccs1)NCc1ccccc1Cl,-6.4%[76.3 µM]
CCOc1ccc(NC(=O)NC(C)c2ccc3c(c2)OCO3)cc1 (centres undefined),-2.6%[76.3 µM]
CC1CCN(CC(O)COc2ccc(C(=O)c3ccccc3)cc2)CC1 (centres undefined),11.2%[76.3 µM]
COc1ccc(CN2CCN(Cc3ccc4ccccc4c3)CC2)cc1OC,-0.8%
CCC1CCCCN1C(=O)COc1ccc(N(C)S(=O)(=O)c2ccc(C)cc2)cc1 (centres undefined),-11.3%[76.3 µM]
COC(=O)c1cc(-c2ccccc2)nc2nc(SC)[nH]c(=O)c12,0.7%
O=C(CCCCCNC(=O)N1CCn2c1nc1ccccc12)NCc1ccccc1Cl,2.8%[76.3 µM]
CCOC(=O)C1(Cc2ccccc2C)CCCN(C(=O)c2ccc(CSC)o2)C1 (centres undefined),0.1%[76.3 µM]
C[C@@]12C(=O)N(CCO)CC(=O)N1[C@H](/C=C/c1ccccc1)[C@@H]1C(=O)N(c3ccccc3)C(=O)[C@@H]12,11.2%[76.3 µM]
COc1ccccc1NC(=O)c1ccc(C)c(S(=O)(=O)N2CCCCC2)c1,-16.5%[76.3 µM]
COc1cccc(N2CCN(C(=S)Nc3ccccc3)CC2)c1,-7.8%[76.3 µM]
O=C(c1cccs1)N1CCN(Cc2cn[nH]c2-c2ccc(F)cc2F)CC1,-9.8%[76.3 µM]
CC1CCN(CCNC(=O)c2ccc3c(=O)n(Cc4ccc(Cl)cc4)c(=S)[nH]c3c2)CC1,2.8%[76.3 µM]
Cc1ccc(S(=O)(=O)NCCCNS(=O)(=O)c2ccccc2[N+](=O)[O-])cc1,-10.3%[76.3 µM]
Cc1ccc(C23CC4CC(CC(C(N)=O)(C4)C2)C3)cc1,3.8%[76.3 µM]
CCN(CC(=O)Nc1ccccc1C(F)(F)F)C(=O)c1cc(-c2cccs2)nn1-c1ccccc1,-0.5%[76.3 µM]
COc1ccc(NC(=O)CCNS(=O)(=O)c2cccc3nonc23)cc1Cl,-0.5%
Cc1cc(OCC(=O)NCc2ccncc2)c2c(C)c(C)c(=O)oc2c1,-3.6%[76.3 µM]
COc1cc(NS(=O)(=O)c2ccc(NS(=O)(=O)c3ccc(NC(C)=O)cc3)cc2)nc(OC)n1,0.5%
CN(CCC1CCOCC1)C(=O)C1CCC(=O)N(CCc2ccc(Cl)cc2)C1 (centres undefined),-12.0%[76.3 µM]
CCOc1ccccc1N(CC(=O)Nc1ccc(S(=O)(=O)N2CCOCC2)cc1)S(C)(=O)=O,0.3%
CCn1ccc(C(=O)Nc2ncc(C)s2)n1,-1.2%[76.3 µM]
CCC(C)NC(=O)c1cc2cc3ccc(OC)cc3nc2o1 (centres undefined),1.1%
N#CCCn1cc(C(=O)Nc2cccc(C(=O)O)c2)c(-c2ccc(Cl)cc2)n1,-7.9%[76.3 µM]
Cc1cccc2c(=O)c(C(=O)NCc3ccc(F)cc3)c[nH]c12,21.2%[76.3 µM]
O=C(C1CC1)N1CCC(Oc2cccc(C(=O)N3CCCCC3CCO)c2)CC1 (centres undefined),2.3%[76.3 µM]
CC1CCCCC1NC(=O)CCN1C(=O)C2C3C=CC(C3)C2C1=O (centres undefined),1.5%[76.3 µM]
Cc1c(C(=O)N2CCN(CCc3ccccn3)CC2)oc2ccc(Cl)cc12,-0.7%[76.3 µM]
Cc1cc(S(=O)(=O)NCc2ccco2)c(C)cc1Cl,-11.4%[76.3 µM]
CCCCCC(=O)Nc1ccc(S(=O)(=O)Nc2cc(OC)nc(OC)n2)cc1,-1.0%
Cn1c(=O)c(C(=O)NNC(=O)c2ccc(Br)cc2)c(O)c2ccccc21,?
COc1ccc(NC(=O)Cn2nc(C)c3ccccc3c2=O)cc1,-3.0%[76.3 µM]
CC(=O)Nc1ccc(NC(=O)c2nccnc2C(=O)O)cn1,0.2%
O=C(O)c1cccc(S(=O)(=O)Nc2ccc3c(c2)CCC3)c1,-3.0%[76.3 µM]
Cc1cc(Nc2ccc(N(C)C)cc2)n2ncnc2n1,2.7%[76.3 µM]
COc1ccc(-c2c(-c3ccccc3)c(C(=O)C(=O)NCCCN(C)C)n3ccc4cc(OC)c(OC)cc4c23)cc1OC,1.8%
COc1ccc(OC)c(NC(=O)c2ccc3c(c2)OCO3)c1,-1.7%[76.3 µM]
CCOC(=O)C1=C(N)Oc2cc(O)ccc2C1c1cccc(Cl)c1 (centres undefined),-7.3%[76.3 µM]
CCOC(=O)N1CCN(C(=O)C(C)NC(=O)c2ccco2)CC1 (centres undefined),14.0%[76.3 µM]
Cc1ccc(NC2CCCN(C(=O)CN3C(=O)CSC3=O)C2)cc1C (centres undefined),-11.3%[76.3 µM]
Cc1ccc(NC(=O)CCNS(=O)(=O)c2ccc3[nH]c(=O)oc3c2)cc1F,1.7%[76.3 µM]
COc1cc(N)c(C(O)c2nccc3cc(OC)c(OC)cc23)cc1OC (centres undefined),4.2%[76.3 µM]
Cc1cccc(NC(=O)CCc2nnc3ccc(N4CCC(C)CC4)nn23)n1,-5.0%[76.3 µM]
Cc1ccc2c(c1)/C(=C/c1ccccc1C)C(=O)N2,-1.4%
O=C(Cn1nc(-c2ccc(Cl)cc2)ccc1=O)NCC1COCCO1 (centres undefined),7.2%
Cc1nn(Cc2c(F)c(F)c(F)c(F)c2F)c(C)c1NC(=O)c1nn(C)cc1Br,-4.7%[76.3 µM]
CC1CCN(Cc2c(C(=O)N/N=C/c3ccc(C(C)C)cc3)nnn2-c2nonc2N)CC1,0.8%

# A run of entries of the results above, for reference:
SMILES,GAA glycogen
COc1cc(N)c(C(O)c2nccc3cc(OC)c(OC)cc23)cc1OC (centres undefined),4.2%[76.3 µM]
Cc1cccc(NC(=O)CCc2nnc3ccc(N4CCC(C)CC4)nn23)n1,-5.0%[76.3 µM]
Cc1ccc2c(c1)/C(=C/c1ccccc1C)C(=O)N2,-1.4%
O=C(Cn1nc(-c2ccc(Cl)cc2)ccc1=O)NCC1COCCO1 (centres undefined),7.2%
Cc1nn(Cc2c(F)c(F)c(F)c(F)c2F)c(C)c1NC(=O)c1nn(C)cc1Br,-4.7%[76.3 µM]
CC1CCN(Cc2c(C(=O)N/N=C/c3ccc(C(C)C)cc3)nnn2-c2nonc2N)CC1,0.8%

# (next part)
SMILES,GAA glycogen
Cc1ccc(S(=O)(=O)NCCc2cc3ccc(C)cc3[nH]c2=O)cc1,-10.3%
COc1ccc(C)cc1NC(=O)C(NCC(O)c1ccccc1)c1ccccc1 (centres undefined),-7.7%
Cc1cc(C)nc(NC(=O)c2ccccc2O)n1,5.4%
Cc1ccc(Cl)cc1N1CCN(C(=O)c2noc(C(C)C)c2[N+](=O)[O-])CC1,0.5%[76.3 µM]
O=C(Nc1ccccc1Oc1ccccc1)C1=COCCO1,-6.1%[76.3 µM]

# Source: PubChem (National Center for Advancing Translational Sciences (NCATS))
